Compound activity deposited in PubChem BioAssay by several laboratories.
BAP1 block = inhibitors of BAP1 deubiquitinase, primary screen, biochemical, Ub-AMC fluorescence, kinetic. recombinant BAP1, Ub-AMC hydrolysis fluorescence kinetic; active compounds read low. activity remaining (% of control), % at 20 µM. 0.48% of 72,000 active. AID 436, 2006;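 active = activity remaining at or below 50% of control, provided the compound also passes the data quality filters; inactive = the rest, including low values that fail the filters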;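 note: 100% = DMSO wells rate and 0% = substrate alone blank rate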
Target sequence (Q92560 whole entry, looked up): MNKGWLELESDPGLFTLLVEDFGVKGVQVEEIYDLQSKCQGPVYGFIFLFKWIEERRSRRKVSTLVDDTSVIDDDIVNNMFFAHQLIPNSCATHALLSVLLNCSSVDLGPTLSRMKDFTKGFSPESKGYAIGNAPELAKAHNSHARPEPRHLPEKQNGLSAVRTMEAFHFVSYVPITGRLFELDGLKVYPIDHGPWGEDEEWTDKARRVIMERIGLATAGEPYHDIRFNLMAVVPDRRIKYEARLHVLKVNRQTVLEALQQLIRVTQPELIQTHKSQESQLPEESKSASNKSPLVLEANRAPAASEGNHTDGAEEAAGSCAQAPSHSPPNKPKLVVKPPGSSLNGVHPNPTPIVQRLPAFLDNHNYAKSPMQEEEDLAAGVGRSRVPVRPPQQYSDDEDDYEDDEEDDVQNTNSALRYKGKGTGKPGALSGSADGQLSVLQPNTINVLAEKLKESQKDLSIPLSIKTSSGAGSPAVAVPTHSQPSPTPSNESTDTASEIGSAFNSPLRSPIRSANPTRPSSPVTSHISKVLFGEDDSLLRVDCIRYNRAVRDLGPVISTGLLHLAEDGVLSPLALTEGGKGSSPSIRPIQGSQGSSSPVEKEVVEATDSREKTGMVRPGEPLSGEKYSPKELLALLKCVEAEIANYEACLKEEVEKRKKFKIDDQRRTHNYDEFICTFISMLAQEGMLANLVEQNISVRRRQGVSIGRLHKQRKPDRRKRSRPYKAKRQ
HePTP inh = inhibitors of human HePTP phosphatase, primary screen, biochemical, absorbance, leukemia target; Tyrosine-protein phosphatase non-receptor type 7 (Homo sapiens), P35236; recombinant HePTP phosphatase activity, OD absorbance; inhibition, % at 20 µM; 0.64% of 110,000 active; AID 521, 2006; in the data active = inhibition above about 50%;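 note: plate controls were vehicle for no effect and reference inhibitor for full effect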
Target sequence (P35236 whole entry, looked up): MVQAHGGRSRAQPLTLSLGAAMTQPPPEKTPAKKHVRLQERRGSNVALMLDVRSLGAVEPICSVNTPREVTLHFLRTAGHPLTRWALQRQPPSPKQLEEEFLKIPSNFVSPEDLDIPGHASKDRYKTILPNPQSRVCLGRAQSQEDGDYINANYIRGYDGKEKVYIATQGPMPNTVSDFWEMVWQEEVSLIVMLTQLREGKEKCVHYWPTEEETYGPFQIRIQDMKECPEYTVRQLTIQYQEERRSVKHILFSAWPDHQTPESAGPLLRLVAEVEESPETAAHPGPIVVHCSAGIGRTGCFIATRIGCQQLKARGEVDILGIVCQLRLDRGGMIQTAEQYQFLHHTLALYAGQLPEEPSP
Starred values were filed as active, the others as inactive; i = inactive; · = not tested or not shown; & = joins results of further samples.

SMILES	BAP1 block	HePTP inh
O=C(c1cc2n(n1)C(C(F)(F)F)CC(c1ccc(Cl)cc1)N2)N1CCCC1 (configuration not stated)	94	3
O=C(NCCC1=CCCCC1)C1CCN(S(=O)(=O)c2cccc3nsnc23)CC1	54	8
O=C1S/C(=C\c2ccc(-c3ccccc3[N+](=O)[O-])o2)C(=O)N1c1cccc(Cl)c1	·	-12
O=C(NN1C(=O)/C(=C/c2ccccc2)SC1=S)c1cccc(Cl)c1	·	-2
Cc1ccc2c(c1)N(CC(=O)Nc1ccc3c(c1)OCCO3)C(=O)CO2	104	1
COc1ccc2c(c1)-c1nc(NC(=O)c3cccs3)sc1CC2	66	0
COc1ccc(N2C(=O)C3C4CC(=O)C(c5ccccc54)C3C2=O)cc1 (configuration not stated)	·	9
CCOc1ccc(C(=O)c2ccc(Cl)cc2)cc1OCC	·	2
COc1ccc(C(CNC(=O)CN2C(=O)NC3(CC(C)CC(C)(C)C3)C2=O)N2CCOCC2)cc1 (configuration not stated)	95	-4
O=C(CSC1=NCCS1)NCc1ccco1	98	-3&2
Oc1ccc2ccccc2c1C=NC12CN3CCN(CN(C3)C1)C2	100	5
Cc1ccc(OCCOc2ccc(Cl)cc2/C=c2\sc3nc4ccccc4n3c2=O)cc1	·	5
Oc1ccccc1/C=N\Nc1nc(-c2ccc(Cl)cc2)cs1	·	12
O=[N+]([O-])c1cc(C(F)(F)F)cc([N+](=O)[O-])c1N1CCN(CCO)CC1	·	5
CC(C)CCOC(=O)c1n[nH]c([N+](=O)[O-])c1[N+](=O)[O-]	·	1

4 structures out of the list, sorted by molar mass, smallest number first:
SMILES	BAP1 block	HePTP inh
O=C(CSC1=NCCS1)NCc1ccco1	98	-3&2
O=C(c1cc2n(n1)C(C(F)(F)F)CC(c1ccc(Cl)cc1)N2)N1CCCC1 (configuration not stated)	94	3
O=C(NCCC1=CCCCC1)C1CCN(S(=O)(=O)c2cccc3nsnc23)CC1	54	8
Cc1ccc(OCCOc2ccc(Cl)cc2/C=c2\sc3nc4ccccc4n3c2=O)cc1	·	5

In a second layout: entries from further up.
| SMILES | BAP1 block | HePTP inh |
| --- | --- | --- |
| Cc1ccc2c(c1)N(CC(=O)Nc1ccc3c(c1)OCCO3)C(=O)CO2 | 104 | 1 |
| COc1ccc2c(c1)-c1nc(NC(=O)c3cccs3)sc1CC2 | 66 | 0 |
| COc1ccc(N2C(=O)C3C4CC(=O)C(c5ccccc54)C3C2=O)cc1 (configuration not stated) | · | 9 |
| CCOc1ccc(C(=O)c2ccc(Cl)cc2)cc1OCC | · | 2 |
| COc1ccc(C(CNC(=O)CN2C(=O)NC3(CC(C)CC(C)(C)C3)C2=O)N2CCOCC2)cc1 (configuration not stated) | 95 | -4 |
| O=C(CSC1=NCCS1)NCc1ccco1 | 98 | -3&2 |

(cont.)
SMILES	BAP1 block	HePTP inh
CCOC(=O)C1=C(C)N(C2CCCCC2)C(=O)C1	98	5&3
COc1ccc(-c2nc3ccccc3s2)cc1O	104	2
O=CN1CC(=O)N(c2ccccc2)c2c([nH]c3ccccc23)C1	116	0
O=C(Nc1ccc(-c2nc3ccccc3o2)cc1)c1ccc2c(c1)OCO2	·	6
CCOc1ccc(-c2noc(CCC(=O)NC)n2)cc1OCC	90	-12
CCOC(=O)C1=C(c2ccccc2)NC(=O)NC1c1ccccc1Cl (configuration not stated)	106	·
Cc1nn(C(=O)c2ccc(Br)cc2)c(C)c1Sc1ccccc1[N+](=O)[O-]	141	·
O=C(CSc1nc2ccccc2[nH]1)Nc1cc(C(F)(F)F)ccc1N1CCOCC1	139	3
CCCCOP(=O)(c1ccc(N(C)C)cc1)C(O)c1ccccc1F (configuration not stated)	59	2
Cc1cc(C)nc(SCc2nnc(SCc3ccccc3Cl)o2)n1	108	6
CNC(=O)CN(C1CCCCC1)S(=O)(=O)c1ccc(F)cc1	133	3
CCc1nnc(NC(=O)CSc2nccn2-c2cccc(C)c2)s1	80	8
CC(=O)O[C@H]1C[C@@H]2CC[C@@H]3[C@H](CC[C@@]4(C)[C@H]3C[C@H]([N+]3(C)CCCCC3)[C@@H]4OC(C)=O)[C@@]2(C)C[C@@H]1[N+]1(C)CCCCC1	69&87	19
CCOC(=O)C1=C(C)N(C)C(=O)NC1c1cc2c(cc1Br)OCO2 (configuration not stated)	91	-1
CSc1nc2sc3c(c2c2nnnn12)CCC3	·	1
COc1ccc(C2NN=C(Cc3ccccc3)S2)cc1 (configuration not stated)	·	-18
CC(=O)N1CCN(c2ccc(NC(=O)c3ccc4c(c3)OCO4)cc2)CC1	95	5
COc1ccc([N+](=O)[O-])cc1NCc1cccnc1	·	7
CC(C)CNC(=O)C1CCN(c2ccc(S(=O)(=O)N3CCOCC3)cc2)CC1	97	0
COc1ccc(-c2nnc(SCC(=O)Nc3ccccc3OC)o2)cc1	152	2
CCOC(=O)c1ccc(NC(=O)c2cc3ccccc3o2)cc1	88	1
COc1ccc(-c2noc(C3CCCN(S(=O)(=O)c4cccc(Cl)c4C)C3)n2)cc1OC (configuration not stated)	92	4
O=C(/C=C/c1ccc(Cl)cc1Cl)NCc1ccccn1	·	-1
COc1ccc(C)cc1NC(=O)C(=O)NCCCO	·	-3
CCOC(=O)c1sc(NC(=O)CSc2nnc(-c3ccco3)n2CC)c(C(=O)OCC)c1C	·	10
CCOc1cc(C)nc(Oc2ccc(=O)[nH]n2)n1	85	13
O=C(c1ccc2c(c1)OCCO2)N(c1ccccn1)C1CCCCC1	99	-3
O=c1cc(N2CCCCC2)nc2n1CCCS2	184	8
Cc1ccc(NS(=O)(=O)c2ccc(CCC(=O)N3CCOCC3)cc2)cc1	83	-3
CCN(CC)CCn1cnc2c([nH]c3cccc(OC)c32)c1=O	i	-9

Some values from the entries so far.
Reading of O=C(/C=C/c1ccc(Cl)cc1Cl)NCc1ccccn1 under HePTP inh: -1
Reading of O=C(CSC1=NCCS1)NCc1ccco1 under BAP1 block: 98
Reading of Cc1nn(C(=O)c2ccc(Br)cc2)c(C)c1Sc1ccccc1[N+](=O)[O-] under BAP1 block: 141
Reading of COc1ccc(C)cc1NC(=O)C(=O)NCCCO under HePTP inh: -3
Reading of COc1ccc(-c2noc(C3CCCN(S(=O)(=O)c4cccc(Cl)c4C)C3)n2)cc1OC (configuration not stated) under HePTP inh: 4
Reading of COc1ccc(N2C(=O)C3C4CC(=O)C(c5ccccc54)C3C2=O)cc1 (configuration not stated) under HePTP inh: 9

Compound profiles (already shown):
COc1ccc([N+](=O)[O-])cc1NCc1cccnc1 across the screens: BAP1 block: ·; HePTP inh: 7
O=c1cc(N2CCCCC2)nc2n1CCCS2 across the screens: BAP1 block: 184; HePTP inh: 8

Going on with the list.
SMILES	BAP1 block	HePTP inh
O=C(CN1CCCN(S(=O)(=O)c2ccc(F)cc2)CC1)Nc1ccccc1Br	112	3
Fc1ccc(-c2nnn(Cc3c(F)cccc3Cl)n2)cc1	·	-10
CCC(C)OC(=O)C1=C(C)NC2=C(C(=O)CCC2)C1c1ccc(OC)c(OCc2ccccc2)c1 (configuration not stated)	·	2
O=S(=O)(c1cccc2cccnc12)n1cnc2ccccc21	133	-5
Cc1cc(NC(=O)c2ccc(C(C)(C)C)cc2)ccc1NC(=O)c1ccccc1	·	9
Cc1cc(C)n(-c2nncc(-c3ccccc3)n2)n1	97	12
CCCN1C(=O)c2ccccc2NC1c1ccc(OC)c(COc2ccc(F)cc2)c1 (configuration not stated)	·	8
Nc1c(C(=O)Nc2ccccc2)sc2nc(-c3ccncc3)ccc12	107	·
N#Cc1ccc(NC(=O)c2cc3cc4c5c(c3oc2=N)CCCN5CCC4)cc1	96	2
CC(C)CCSc1nc2ccccc2[nH]1	·	-11
COc1ccc(NCCC(=O)c2ccc(Cl)c(Cl)c2)cc1	·	-12
CC(=O)NNC(=O)N1Cc2ccccc2Oc2ccc(Cl)cc21	97	·
O=C(CSc1nnc(-c2ccccc2Br)o1)Nc1cccc2ccccc12	100	0
CCOC(=O)c1sc(N)c(C#N)c1CSc1nc2ccc(OCC)cc2[nH]1	86	11
Fc1ccc(N2CCN(c3nc(-c4ccco4)cc(C(F)(F)F)n3)CC2)cc1	·	4
O=C1CCCN1CC(CN1CCOCC1)Sc1nc2ccccc2c(=O)n1-c1ccccc1 (configuration not stated)	·	2
CC(=O)Nc1nn(C)c2nc3cc(C)ccc3cc12	82	-4
CCc1c(C)c2ccc(OCC(=O)OC)cc2oc1=O	76	8
O=C1C(Cc2ccccc2)NC(=S)N1c1ccccc1 (configuration not stated)	·	-11
CN(C)C(=O)CSc1nnc(-c2cccnc2)n1-c1ccccc1	103	-3
CN1CCc2c(sc3nc(SCC(=O)N4CCOCC4)nc(N)c23)C1	·	-7
O=C(Nc1cccnc1)c1cnn2cccnc12	71	4
Nc1ccc2nc(SCc3ccc(Cl)cc3)sc2c1	·	-5
C=CCn1c2ccccc2n2c(C(=O)OCC)c(C)nc12	·	1
CC(C)=C1C2CC2C2C(C(=O)O)C12 (configuration not stated)	112	8
CC(CCc1ccco1)NC(=O)Cn1ncc2c(=O)oc3ccccc3c21 (configuration not stated)	101	7
CCCN1C(=O)c2cc(C(=O)NCc3cccs3)ccc2C1O (configuration not stated)	91	-10
CCc1ncc(C(O)(c2ccccc2)c2cc(C)ccc2C)n1C (configuration not stated)	83	·
Cc1cc(/C=N/O)c(C)n1-c1ccc(F)cc1	·	9
N#CCCN(CCC#N)C(=O)c1ccc(Cl)cc1	·	-12
O=C(Nc1ccc([N+](=O)[O-])cn1)C1c2ccccc2Oc2ccccc21	·	-9
COc1cc(NC(=O)CSCc2cnn(-c3ccccc3)c2-n2cccc2)cc(OC)c1	·	12
O=C1C(=O)N(CCCn2ccnc2)C(c2ccccc2Cl)/C1=C(\O)c1ccc(Cl)cc1 (configuration not stated)	·	4
Cc1ccc(S(=O)(=O)N2CCC(C(=O)NCCN3CCCCCC3)CC2)cc1	103	0
Cc1cn(CC2COC(C)(C)O2)c(=O)[nH]c1=O (configuration not stated)	92	10
Cc1ccc(-n2c(O)c(/C=N/N(C)C)c3ccccc3c2=O)cc1	·	-6
COc1ccc(CCNC(=O)c2c[nH]c3ccccc3c2=O)cc1OC	111	7
O=C(COc1ccc(F)cc1)OCCN1CCOCC1	78	12
CCOc1ccc(N/C=C(/C#N)c2nc(-c3cccc(OC)c3)cs2)cc1	·	3
CC(C)C(NS(=O)(=O)c1ccc2c(c1)oc(=O)n2C)C(=O)N1CCN(c2ccccc2F)CC1 (configuration not stated)	97	2
O=C(Cn1nnc2ccccc21)NC1CCCCC1	105	-7
CCC(Sc1nc2n[nH]c(C)c2c(=N)n1-c1cc(Cl)ccc1C)C(=O)N1CCOCC1 (configuration not stated)	94	-4
CCOC(=O)N1CCC(NC(=O)C2CCN(S(=O)(=O)N3CCC(C)CC3)CC2)CC1	104	7
Cc1ccc(-c2nc(-c3ccccn3)no2)cc1	88	2
COC(=O)[C@@H](NC(=O)NC1CCCc2ccccc21)C(C)C (some centres not stated)	104	-2
CC(=O)c1cccc(NC(=O)c2cccc(C)c2)c1	·	-4
O=C(CC(c1ccc(Cl)cc1)S(=O)(=O)c1ccccc1)c1ccccc1 (configuration not stated)	·	-8
COC(=O)c1c(NC(=O)CN2CCN(C(=O)c3ccco3)CC2)c2c(C)cccc2n1C	163	6
CN1C(=O)/C(=C\C2(C)N3CC4(C)CN2CC(C)(C3)C4=O)c2ccccc21 (configuration not stated)	·	-8
Cc1cc(-c2ccc(F)cc2)nc2cc(C(=O)O)nn12	·	24
COC(=O)c1nnc(-c2ccccc2)c(-c2ccccc2)n1	·	-5
CC(C)CCNC(=O)CN(CCCN1CCOCC1)C(=O)Cn1nnc(-c2ccc(F)cc2)n1	113	8
CCn1cc(S(=O)(=O)CC(=O)N2CCc3ccccc32)c2ccccc21	96	5
CCOCCCNC(=O)C1CCN(S(=O)(=O)N2CC(C)CC(C)C2)CC1 (configuration not stated)	93	-7
CCN1C(=O)/C(=C2/C=CC=CN2C)SC1=S	67	0
O=C(CSc1n[nH]c(-c2cccs2)n1)N1CCN(S(=O)(=O)c2ccccc2)CC1	64	12
Fc1ccc(-c2noc(-c3ccccc3Cl)n2)cc1	·	8
Cc1cc(C)c(S(=O)(=O)NCC2CCCO2)c(C)c1 (configuration not stated)	·	-2
Cc1cccc(NS(=O)(=O)c2ccc([N+](=O)[O-])cc2)c1C	·	-11
COc1ccc(C(=O)NN2CCOCC2)cc1OC	·	3

Next part:
SMILES	BAP1 block	HePTP inh
CC1(C)CC(C(=O)Nc2nccs2)CCO1 (configuration not stated)	62	-3
COc1ccc(Br)cc1/C=C/C(=O)Nc1cccnc1	·	11
Fc1ccccc1OCCCCn1ccnc1	·	4
NC(=O)SCC(=O)Nc1ccccc1Br	·	-4
Cc1cccc(C(=O)N2N=C3CCCCCC3C2(O)C(F)(F)F)c1O (configuration not stated)	·	9
Oc1ccc(COCc2ccccc2)c2cccnc12	97	8
CCOC(=O)C1CCCCN1Cc1ccccc1C(F)(F)F (configuration not stated)	158	4
OCCCc1nc2ccccc2n1Cc1ccc2ccccc2c1	76	2
O=C(COc1cc(Cl)c(Cl)cc1Cl)NCCN1CCOCC1	116	8
Cc1onc(-c2c(Cl)cccc2Cl)c1C(=O)n1c(C)nc2ccccc21	·	4
Cc1ccc(OCC(=O)Nc2ccc(C(=O)OCC(C)C)cc2)c(C)c1	·	6
COC(=O)c1[nH]c(=O)c2ccccc2c1OCc1ccccc1	108	9
O=C1NC(=Nc2ccc(O)cc2)S/C1=C\c1ccc([N+](=O)[O-])cc1	·	93*
CCCc1nc2ccccc2c(=O)n1NC(=O)c1c(O)c2ccccc2[nH]c1=O	132	3
COCCCN1C(=O)/C(=C\c2ccccc2[N+](=O)[O-])C(C(=O)OC)=C1C	·	-12
COc1cccc(C2NC(=O)NC(C)=C2C(=O)Nc2ccccc2OC)c1 (configuration not stated)	·	6
